# Screening data (PubChem BioAssay)
# ASAP1 GAP inh: blocks human ASAP1-stimulated Arf1 GTP hydrolysis; Q9ULH1; GDP FP detection; inhibition, % at 16.5 µM; actives 0.19% (n = 360,000); AID 624377; in the data active means inhibition above about 25%;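 further: 0% = vehicle with enzyme and substrate and 100% = no enzyme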
# Rev-erbA mod: modulators of human Rev-erb alpha DNA binding; P20393; Rev-erbα–FITC-DNA binding, fluorescence polarization, 90 min; activity, % at 10 µM; actives 0.79% (n = 370,000);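 active means activity above about 14%, limit read from the data; passing the limit was not always enough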;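 further: 0% = DMSO wells with 35 nM protein and 100% = DMSO wells with 750 nM protein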
# proKLK7 act: activates the human kallikrein-7 zymogen; activation, % at 7 µM; purified proKLK7, EDANS-DABCYL substrate fluorescence; 100% is mature enzyme control, 0% vehicle; actives 0.9% (n = 370,000); AID 652039; P49862;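 active means activation above the mean of all tested compounds plus 3 SD, computed per campaign excluding outliers beyond control limits, cut at about 13% in these data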
# sPLA2-III inh: Inhibits HGIII-sPLA2 liposome hydrolysis, primary screen; AID 743126; QFRET BODIPY PC-A2 liposome hydrolysis, fluorescence; Q9NZ20; actives 0.56% (n = 370,000); inhibition, % at 12.2 µM;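 active means inhibition above mean plus 3 SD of compounds lying within the high and low control bounds, cut at about 19% in these data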;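 further: 0% = median of test compound wells and 100% = no enzyme DMSO wells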
# PLC-gamma1 inh: blocks human PLC-gamma1 enzyme activity. inhibition, % at 12.2 µM. AID 720700. actives 0.84% (n = 370,000). purified PLC-gamma1, fluorogenic substrate, fluorescence; in the data active means inhibition above about 9.5%
# Target sequence (P19174 whole entry, looked up): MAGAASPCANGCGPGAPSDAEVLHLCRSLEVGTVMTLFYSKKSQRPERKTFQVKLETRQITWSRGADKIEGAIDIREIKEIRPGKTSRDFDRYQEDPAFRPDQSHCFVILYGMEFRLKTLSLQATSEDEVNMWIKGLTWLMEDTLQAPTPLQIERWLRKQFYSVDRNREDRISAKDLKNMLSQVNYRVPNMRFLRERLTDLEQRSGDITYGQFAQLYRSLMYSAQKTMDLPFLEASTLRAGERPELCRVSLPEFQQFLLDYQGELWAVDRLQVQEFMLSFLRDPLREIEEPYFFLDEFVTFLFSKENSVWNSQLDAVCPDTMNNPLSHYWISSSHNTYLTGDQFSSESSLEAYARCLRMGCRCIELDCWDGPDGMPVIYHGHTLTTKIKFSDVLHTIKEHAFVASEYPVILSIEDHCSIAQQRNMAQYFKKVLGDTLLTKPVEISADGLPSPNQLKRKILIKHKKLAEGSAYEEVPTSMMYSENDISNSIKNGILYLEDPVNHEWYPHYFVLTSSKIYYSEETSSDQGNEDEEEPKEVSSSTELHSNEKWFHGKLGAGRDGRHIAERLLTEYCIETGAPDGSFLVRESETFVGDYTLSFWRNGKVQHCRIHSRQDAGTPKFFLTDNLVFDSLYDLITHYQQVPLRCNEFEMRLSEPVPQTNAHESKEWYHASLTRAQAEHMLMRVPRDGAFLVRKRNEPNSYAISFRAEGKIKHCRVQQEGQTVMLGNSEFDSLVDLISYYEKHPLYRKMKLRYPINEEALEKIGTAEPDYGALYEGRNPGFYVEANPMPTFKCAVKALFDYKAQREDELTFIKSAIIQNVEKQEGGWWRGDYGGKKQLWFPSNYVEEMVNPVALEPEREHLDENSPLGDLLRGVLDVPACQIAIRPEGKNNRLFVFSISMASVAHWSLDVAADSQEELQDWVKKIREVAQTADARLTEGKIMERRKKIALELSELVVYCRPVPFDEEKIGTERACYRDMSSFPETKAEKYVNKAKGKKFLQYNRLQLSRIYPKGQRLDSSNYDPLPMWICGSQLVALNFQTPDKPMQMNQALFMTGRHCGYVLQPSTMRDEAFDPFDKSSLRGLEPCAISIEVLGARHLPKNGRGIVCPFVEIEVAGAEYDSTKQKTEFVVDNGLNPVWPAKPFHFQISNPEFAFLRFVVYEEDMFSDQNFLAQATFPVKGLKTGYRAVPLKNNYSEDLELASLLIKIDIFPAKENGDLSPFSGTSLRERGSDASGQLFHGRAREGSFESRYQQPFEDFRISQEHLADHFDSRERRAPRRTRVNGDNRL
# PLC-beta3 inh: blocks human PLC-beta3 enzyme activity; Purified PLC-beta3, fluorogenic substrate, fluorescence; inhibition, % at 12.2 µM; actives 0.18% (n = 370,000); in the data active means inhibition above about 11%;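 further: 0% = median of compound wells on plate and 100% = full blocker control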
# DDE Tn6 FP inh: disrupts Tn6 cyclic peptide binding to fibrin D-Dimer-E complex; inhibition, % at 8.3 µM; Fibrin DD(E) TRITC-Tn6 fluorescence polarization displacement; actives 0.21% (n = 370,000); P02675;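 active means inhibition above a per-campaign cutoff: mean of compounds within control limits plus 3 SD, cut at about 15% in these data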;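 further: 0% = median of all compound wells on the plate and 100% = blocking peptide control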
# UHRF1 binding: UHRF1 methyl-DNA binding inhibition. Q96T88. UHRF1 binding to methylated oligo, TR-FRET. inhibition, % at 4.4 µM. actives 0.75% (n = 370,000). AID 687016; in the data active means inhibition above about 21%;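 further: UHRF1 SRA domain binding a hemimethylated CpG hairpin DNA probe; 0% = median of test compound wells and 100% = reference inhibitor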
# DDE Tn7 FP inh: inhibitors of Tn7 peptide binding to human fibrin DD(E); actives 0.13% (n = 370,000); P02675; FP displacement of FITC-Tn7 peptide from fibrin DD(E); 0% = median of compound wells per plate; AID 720508; inhibition, % at 8.3 µM;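 active means inhibition above the mean of compounds falling within the control limits plus 3 SD of them, cut at about 14% in these data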;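 further: 0% = plate median of compound wells and 100% = 10 µM Aha-Tn7 peptide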
#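 Assay system: Human fibrin DD(E) protein | Medium: Tris buffer with calcium and detergent, pH 7.8 | Reagent: 0.1 µM fluorescent Tn7 | Compound dosing: Single point at 8.3 µM | Times: 10 min preincubation, 3 h with tracer, room temperature | Detection: Fluorescence polarization of the labelled Tn7 tracer | Controls: Aha-Tn7 high control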
# ARFGAP1 inh: rat ARFGAP1 inhibition | inhibition, % at 16.5 µM | actives 0.26% (n = 360,000) | Arfgap1-stimulated ARF1 GTP hydrolysis, GDP FP detection;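 active means inhibition above a per-plate limit, mean inhibition of low control wells plus 3 SD, cut at about 25% in these data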;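 further: 0% = DMSO wells with enzyme and 100% = wells lacking Arfgap1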
#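 Material: truncated rat Arfgap1 GAP domain; Incubation: compound-enzyme preincubation 20 min, reaction 120 min, detection 60 min, 25 °C; Read-out: percent inhibition of Arfgap1-stimulated GTP hydrolysis; Technique: FP, GDP Alexa 633 tracer displaced from anti-GDP antibody, 620/688 nm; Controls: No-Arfgap1 wells (100%) versus DMSO full-reaction wells (0%); Replication: single well per compound.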
# Numbers without * were called inactive; i = inactive; . = not tested or not shown; & = joins results of further samples.
molecule	ASAP1 GAP inh	Rev-erbA mod	proKLK7 act	sPLA2-III inh	PLC-gamma1 inh	PLC-beta3 inh	DDE Tn6 FP inh	UHRF1 binding	DDE Tn7 FP inh	ARFGAP1 inh
CCCCCN(C(=O)NC(=O)Nc1cccc(C)c1C)S(C)(=O)=O	21	-2	0.2	-3	1	6	1	2	-2	6
CCc1ccc(-c2cc(C)no2)cc1S(=O)(=O)N1CCCN(Cc2ccc(F)cc2)C1	9	3	0.0	-16	2	-8	-8	3	-5	8
Nc1ncnc2c1ncn2[C@@H]1O[C@H](C(=O)NCC(F)(F)F)[C@@H](O)[C@H]1O	-2	6	-0.7	-1	2	-1	-6	-1	-5	1
CCOC(=O)CC1C(=O)NCCN1S(=O)(=O)c1ccc(F)cc1 (centres undefined)	6	0	0.5	-1	2	4	5	0	1	8
CSCc1c(C(=O)NCCc2ccccn2)oc2ccccc12	3	-5	-0.3	2	3	-4	0	-2	-6	5
CCOC(=O)CN1NC2(CCCCC2)NC1=S	7	0	0.2	-2	-2	0	8	2	1	5
O=C(c1ccc2c(c1)OCO2)N1CCN(c2ccccc2)CC1	6	-2	-0.5	0	0	4	0	0	-2	-1
O=C(Nc1ccncc1)Nc1ccc(Cl)cc1Cl	16	-4	0.6	-4	1	-5	-4	0	-1	-7
CN1C[C@@H]2[C@@H]3C(=O)N(C)C(=O)[C@@H]3[C@](Cc3ccccc3)(C1=O)N2C(=O)c1ccc(F)cc1	0	0	-0.6	0	-5	-1	-3	3	-3	4
COc1ccc(-c2cc(NC=O)c3ncc(-c4cccc(C(=O)NCCN(C)C)c4)n3c2)cn1	-9	-5	-0.3	3	-38	-49	-4	7	5	14
CCOC(=O)CN(c1ccccn1)S(=O)(=O)c1ccccc1	-4	-3	-0.9	7	-45	-59	-2	3	3	2
O=[N+]([O-])c1ccc(NCCNS(=O)(=O)c2ccccc2)c(C(F)(F)F)c1	10	0	0.3	-26	6	7	-2	-2	0	2
Cc1nc2sc(C(=O)NCc3nccs3)c(N)c2c(C)c1Cl	.	24	84*	3	-117	-159	-4	-1	-3	.
O=C(c1ccco1)N1CCN(S(=O)(=O)c2ccc3[nH]c(=O)oc3c2)CC1	-3	2	0.2	-6	0	1	6	1	1	0
COc1ccccc1CN[C@@H]1CC[C@@]23CCCN2C(=O)CCC[C@H]3C1	.	-8	.	8	0	1	-4	2	3	.
Cc1cc(C)cc(N2C(=O)CN(Cc3ccccc3)C2=S)c1	-7	2	-0.1	-187	-2	-7	-8	0	-2	5
COC(=O)CN(c1ccc(OC)cc1)S(=O)(=O)c1c(C)noc1C	7	0	0.1	1	8	4	6	7	-10	10
Cc1cnc(NC(=O)NCC2CCCC(CNC(=O)Nc3ncc(C)s3)C2)s1 (centres undefined)	-2	-3	-0.1	-31	3	2	3	0	-9	10
Cn1c(NCCO)nc2c(c1=O)C1(CCCCC1)Cc1ccccc1-2	-2	6	-19	-7	i	i	-3	1	4	-1
CCOc1ccc(CNC(=O)CN2C(=O)C(c3ccccc3)Oc3cccnc32)cc1 (centres undefined)	-6	-1	-0.4	-2	-3	-11	3	-1	2	-9
CCN1CC=C2C(C#N)=C(N)C(C#N)(C#N)C(CCc3ccccc3)C2C1 (centres undefined)	-10	3	30*	-32	-347	-444	3	-8	9	-6
Cc1csc(Nc2cccc3ccccc23)n1	-3	-6	0.3	-2	-14	-13	-2	-2	4	0
COC(=O)c1cc(C(=O)c2cccc(Cl)c2Cl)cn1C	7	-1	-0.2	-1	-1	-2	-3	0	6	0
COc1ccccc1CNC(=O)c1cc(-c2ccc(F)cc2OC)n[nH]1	-1	1	0.2	5	3	6	0	3	-2	7

# Retrieved by structure from the entries so far:
molecule	ASAP1 GAP inh	Rev-erbA mod	proKLK7 act	sPLA2-III inh	PLC-gamma1 inh	PLC-beta3 inh	DDE Tn6 FP inh	UHRF1 binding	DDE Tn7 FP inh	ARFGAP1 inh
Cn1c(NCCO)nc2c(c1=O)C1(CCCCC1)Cc1ccccc1-2	-2	6	-19	-7	i	i	-3	1	4	-1
Cc1csc(Nc2cccc3ccccc23)n1	-3	-6	0.3	-2	-14	-13	-2	-2	4	0

# The listing continues.
molecule	ASAP1 GAP inh	Rev-erbA mod	proKLK7 act	sPLA2-III inh	PLC-gamma1 inh	PLC-beta3 inh	DDE Tn6 FP inh	UHRF1 binding	DDE Tn7 FP inh	ARFGAP1 inh
Cc1ccc(S(=O)(=O)N(C)C2(C)CCS(=O)(=O)C2)cc1 (centres undefined)	-2	5	0.0	1	4	3	0	0	-1	-2
COc1ccc(C2=NOC(C(=O)N3CCOCC3)C2)cc1OC (centres undefined)	3	-3	-0.4	-2	-2	3	-8	-4	0	-1
COc1ccc(C(=O)Nc2ccc3nc4n(c(=O)c3c2)CCCCC4)cc1OC	2	5	-0.5	5	2	-1	2	-1	-9	7
Cc1cc([N+](=O)[O-])ccc1NC(=O)Cc1ccc(F)cc1	0	-4	0.1	2	1	6	-6	-2	-6	6
COc1ccc(OC)c(C2C(C(C)=O)=C(O)C(=O)N2c2ccc(O)cc2)c1 (centres undefined)	3	-1	0.6	-22	-13	-12	-2	-7	5	-12
CC(=O)N1CC[n+]2c(-c3ccc([N+](=O)[O-])cc3)csc21	-10	-1	0.5	-4	4	-6	-5	-4	-3	6
CC(=O)C1=C(C)N(Cc2ccc(F)cc2)C(=S)NC1c1ccc(Br)cc1 (centres undefined)	-9	11	0.2	-1	3	-1	1	-1	1	-4
CC(C)(C)NC(=O)CSc1nncn1NCc1ccccc1	12	-5	0.7	6	3	-2	-7	4	0	2
Clc1ccc(-c2cc3ccccc3nc2N2CCOCC2)cc1	8	-2	-2.9	3	-13	-17	6	1	-4	-4
COc1ccc(-c2nc3cnccn3c2Nc2ccc(C)cc2)cc1	0	4	-8.2	4	i	i	2	1	9	-10
O=C(O)c1cc(-n2[nH]c(=O)c3ccccc3c2=O)ccc1Cl	0	4	-0.1	1	1	-4	4	0	-5	-5
CC1CCN(Cc2c(C(=O)N/N=C/c3cc(Cl)ccc3O)nnn2-c2nonc2N)CC1	-1	-2	0.3	2	-5	-10	0	-3	1	3
O=C(Nc1nnc(-c2cccs2)o1)C1CC1	-6	-3	-3.1	7	-6	-6	2	-1	-1	11
CC1=C(C(=O)Nc2ccccc2)C(c2ccco2)NC(=O)N1 (centres undefined)	-11	-7	0.0	-3	2	-1	6	1	10	-1
O=[N+]([O-])c1cc(-c2cnc3ccccc3n2)ccc1Oc1ccc(Br)cc1	7	7	0.0	1	0	0	-4	0	-2	2
Cc1ccc(S(=O)(=O)N2CCCC(C(=O)N3CCN(C)CC3)C2)cc1 (centres undefined)	-16	6	-0.8	6	2	-3	-3	-2	-8	4
O=C(NCCc1ccc(Cl)cc1)c1cnc2n(c1=O)CCS2	4	3	-0.6	0	-1	-4	6	-1	2	1
Cn1c(=O)[nH]c(=O)c2c1nc(CN1CCN(c3cccc(Cl)c3)CC1)n2CCN1CCOCC1	-9	-4	0.2	2	2	0	2	-3	4	-8
CCSCc1nnc(SCC(=O)Nc2nc3ccccc3s2)n1C	0	5	-0.3	2	5	5	-7	1	1	-5
COc1cccc2cc(C(=O)N3CCCCCCC3)c(=O)oc12	5	-4	2.2	1	-26	-38	-13	1	4	-2
COCCNc1nc2c(S(=O)(=O)c3cc(C)ccc3C)nnn2c2ccccc12	12	45*	-1.4	3	2	-8	-1	7	1	4
O=S(=O)(/N=C/c1c(O)ccc2ccccc12)c1cccs1	-12	1	-0.5	2	4	1	5	-1	-1	-1
Cc1ccc(CN2C(=O)C(Cc3ccccc3)Nc3ncnc(N4CCCCC4)c32)cc1 (centres undefined)	8&-3	-2&-5	-0.2&0.9	-4&-6	-9&-8	-15&-10	-1&1	-2&0	1&-3	5&-12
CC(=O)C1=CCC(c2ccc(Cl)cc2)N(S(=O)(=O)c2ccc(C)cc2)C1 (centres undefined)	11&-6	1&2	0.6&-0.4	-9&-6	4&-6	-4&-7	-1&-12	4&0	0&-2	1&7
O=C(Cc1ccccc1)NCc1ccc(-n2cccc2)cc1	-3	-2	0.7	-4	-1	2	-4	-2	0	-2
Cc1ccc2nc(-c3ccccc3C)oc(=O)c2c1	-1	-5	-0.3	1	2	-5	12	4	-8	12
O=C(NNC(=O)c1ccc(-c2ccccc2)cc1)Nc1ccccc1F	1	-2	-0.5	-6	-3	-11	6	1	3	-1
COc1ccc(CCN(Cc2cccs2)S(=O)(=O)c2ccc(-n3cnnn3)c(OC)c2)cc1OC	13	-1	-0.4	-5	1	-5	-1	-2	-2	4
COc1ccc(N2C(=O)CC(N3CCN(S(=O)(=O)c4c(C)cc(C)cc4C)CC3)C2=O)cc1 (centres undefined)	8	-6	0.2	-10	3	-1	-8	2	-2	10
COc1ccccc1C1=NOC(Cn2c(NCCCO)nc3c2c(=O)n(C)c(=O)n3C)C1 (centres undefined)	-1	1	0.0	-2	1	-3	-4	1	4	-3
CC(=O)Nc1cccc(NC(=O)CSc2nnc(Cc3cccn3C)n2-c2ccc(C)cc2)c1	4	2	0.5	-19	-3	-3	-10	0	4	2
CCN(C(=O)c1cnc(OC)cc1C(F)(F)F)c1ccc(Cl)cc1Cl	5	-2	-0.2	-1	3	-7	7	6	-1	4
O=C(c1ccc(F)cc1F)N1CCCC(c2nc(-c3cccs3)no2)C1 (centres undefined)	-10	-1	0.4	-2	-2	-9	1	0	6	-6
O=C(Nc1ccc(Cl)cn1)c1cccc(S(=O)(=O)N2CCOCC2)c1	-9	3	-0.2	-2	2	1	-14	3	-2	23
COc1cccc(OCc2nc(-c3cccc([N+](=O)[O-])c3)no2)c1	-15	1	0.4	-4	-5	-1	-1	1	-4	16
COc1ccc(CNC(=O)c2sc(=O)n(Cc3ccc(C)cc3)c2C)cc1OC	0	-8	0.0	-2	0	5	6	0	-5	9
Cc1nc2cc(S(=O)(=O)C(F)(F)F)ccc2s1	-10	-1	-0.2	-4	-2	0	2	-1	1	-5
CC1(C(=O)NS(=O)(=O)Cc2cccc(Cl)c2)CCN1C(=O)Cc1ccc(Cl)cc1Cl (centres undefined)	5	8	-1.0	-12	3	-3	-7	1	-6	-3
O=C(O)CN1C(=O)/C(=C\C(Br)=C\c2ccccc2)SC1=S	16	-1	-2.8	-11	-40	-67	0	2	-6	4
CCN(C(=O)COC(=O)CSc1ccccc1)c1c(N)n(Cc2ccccc2)c(=O)[nH]c1=O	-3	5	0.2	-3	2	0	8	-1	-4	-6
CCCc1nnc(NS(=O)(=O)c2ccc(OC)cc2)s1	5	3	0.3	-2	-1	1	-7	-1	-4	10
